HT1080-NT tox: qHTS for induction of synthetic lethality in tumor cells producing 2HG: qHTS for the HT-1080-NT fibrosarcoma cell line | HT-1080-NT fibrosarcoma viability, CellTiter-Glo ATP luminescence, 48 h | 1.6% of 360,000 active | Potency, µM (titrated, usually from 46.1 µM), inactives show at the highest dose activity, negative = less viability, most hits filed as cytotoxic | AID 686970, 2013;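 note: NT is the 2HG producing partner of a matched IDH1 knockdown line; potency is the fitted concentration of half-maximal effect; 0% = DMSO-treated cells and -100% = media-only wells without cells; nearly all actives have a fitted effect of over 55% in size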
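Viability by CellTiter-Glo luminescence after 48 h compound exposure at 37C of HT-1080-NT cells (750/well, RPMI, 5% FBS). % activity scaled between DMSO wells and medium-only wells, then curve-fitted and categorized by curve class.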
ATXN2 expr inh: Primary qHTS for Inhibitors of ATXN expression; HEK-293 ATXN2-luciferase reporter, luminescence, 24 h; Potency, µM (series often up to 57 µM), for the others: at the top dose activity change, negative = inhibition, hits mostly inhibitors; 0.72% of 360,000 active; AID 1745845, 2022; note: potency is the fitted concentration of half-maximal effect; % is set by controls: 0 for no effect and ±100 for the full control effect; nearly all actives have a fitted effect of over 55% in size
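ATXN2-luciferase reporter cells (luciferase flanked by upstream and downstream ATXN2 gene portions) were treated 24 h at 37 °C with compounds at up to 57 uM. SteadyGlo luminescence gave expression; GF-AFC fluorescence gave viability.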
HT1080 IDH1KD tx: qHTS for induction of synthetic lethality in tumor cells producing 2HG: qHTS for the HT-1080-IDH1KD cell line; 2% of 360,000 active; Potency, µM (series often up to 46.1 µM), inactives show at the top dose activity, negative = toxicity, most hits filed as cytotoxic; HT-1080 IDH1 knockdown viability, ATP luminescence, 48 h;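 note: potency is the fitted concentration of half-maximal effect; 0% = DMSO wells and -100% = cell-free medium wells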
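Using the IDH1-knockdown HT-1080 line run in the same batch and compound series as the NT line, viability after 48 h at 37 °C was determined by CellTiter-Glo luminescence and expressed as % activity.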
HepG2 viability: qHTS for Inhibitors of TGF-b: Cytotox Counterscreen. 0.76% of 410,000 active. HepG2 CAGA-GFP viability, ATP luminescence, 18 h. Potency, µM (top dose mostly 46.1 µM), for inactives: at the highest dose activity change, negative = cytotoxicity, most hits filed as cytotoxic; note: potency is the fitted concentration of half-maximal effect; some results filed as inactive show a strong effect at the top dose
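HepG2 CAGA-GFP cells (1000/well, DMEM with 1% FBS) received compound, then TGF-beta at 500 pg/mL final, and were incubated 18 hours at 37 degrees C. Viability was read by CellTiter-Glo luminescence. Media-only wells were set as complete cell-killing and DMSO as no toxicity.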
KB-3-1 cytotox: qHTS assay for MDR1-selective chemotherapeutics: Primary screen using the parental adenocarcinoma cell KB-3-1 | 1.4% of 400,000 active | AID 1347075, 2019 | KB-3-1 viability, CellTiter-Glo ATP luminescence, 72 h | Potency, µM (highest dose often 46.1 µM), without a hit: at the highest dose activity change, negative = cytotoxic, usual class: cytotoxic; note: potency is the fitted concentration of half-maximal effect; % is set by controls: 0 for no effect and ±100 for the full control effect; nearly all actives have a fitted effect of over 60% in size
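Viability of parental KB-3-1 cells, measured by CellTiter-Glo luminescence, followed a 72 h incubation at 37 °C with pinned compounds in phenol-red-free DMEM containing 10% FBS.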
SW480 rereplic: A quantitative high throughput screen for small molecules that induce DNA re-replication in SW480 colon adenocarcinoma cells; SW480 DNA re-replication, Hoechst DNA content imaging, 48 h; Potency, µM (series often up to 46.1 µM), inactives show top-dose re-replication activation, actives largely listed as activators; 1.8% of 340,000 active; AID 624297, 2012; note: potency is the fitted concentration of half-maximal effect; % of control where 0% means no effect; nearly all actives have a fitted effect of over 55% in size
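Cells (250 per well) received 23 nL compound or DMSO by pin tool and were kept 48 hr at 37 C, 5% CO2. Nuclei were then stained with Hoechst for 40 min and scanned for DNA content.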
IL1B secr inh: qHTS for Inhibitors of Inflammasome Signaling: IL-1-beta AlphaLISA Primary Screen; THP-1 LPS/ATP IL-1B secretion, AlphaLISA, 16 h; stronger effect = lower value; activity change, % at 57.5 µM; 4.7% of 360,000 active; AID 743279, 2014; in the data active = activity change below about -50%; inconclusive = mostly about -30% to -49%; note: % is set by controls: 0 for no effect and ±100 for the full control effect
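Secreted IL-1B measured by AlphaLISA bead assay after 16 h compound exposure of THP-1 cells; compounds (final up to 57.5 uM) added 1 h before LPS (250 ng/mL) and ATP (1.25 mM) stimulation; lower signal means less secretion.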
ATXN viability: Viability Counterscreen for Primary qHTS for Inhibitors of ATXN expression. Potency, µM (top dose mostly 56.7 µM), hits mostly cytotoxic. AID 651635, 2014. 0.49% of 400,000 active. S2 cells (HEK-293 line with an ATXN2-luciferase reporter) viability, CellTiter-Fluor protease fluorescence, 24 h; note: potency is the fitted concentration of half-maximal effect; nearly all actives have a fitted effect of over 40% in size
MCF10A rereplic: A quantitative high throughput screen for small molecules that induce DNA re-replication in MCF 10a normal breast cells; MCF 10A DNA re-replication, Hoechst nuclear intensity, 48 h; Potency, µM (top dose mostly 46.1 µM), for inactives: top-dose activity, positive = re-replication, usual class: activators; 2.9% of 350,000 active; note: potency is the fitted concentration of half-maximal effect; % of control where 0% means no effect; nearly all actives have a fitted effect of over 50% in size
Starred values were filed as active, the others as inactive; i = inactive; u = inconclusive; x = not tested or not shown; [ ] = remark or other dose. Unless noted, calls come from the whole dose curve; as a rule, active = well fitted curve in the direction sought with a large enough effect; inconclusive = small, poorly fitted or top-dose-only effect, or another doubt; inactive = no such curve, though single readings can be large; an effect the other way counts as inactive or inconclusive.

SMILES	HT1080-NT tox	ATXN2 expr inh	HT1080 IDH1KD tx	HepG2 viability	KB-3-1 cytotox	SW480 rereplic	IL1B secr inh	ATXN viability	MCF10A rereplic
CCCc1nc2c(=O)n(C)c(=O)[nH]c2n1CCC	0%	-5%	2%	-41%	2%	-1%	11	i	0%
O=C1CCN(C(=O)/C=C/c2ccccc2)c2ccccc21	18%	-18%	16%	-1%	6%	-3%	-2	i	-3%
COc1ccccc1NC(=S)NCc1ccc2c(c1)OCO2	18%	6%	6%	-13%	-1%	-2%	15	i	u
O=C(CSc1nnc(NC(=O)c2ccccc2C(=O)O)s1)Nc1ccccc1Cl	14%	-6%	u	-13%	-1%	9%	-1	u	3%
Cc1c(Cl)cccc1-n1nc(C)c2c(C)cc(=O)n(CC(=O)N3CCCc4ccccc43)c21	x	u	x	-31%	-5%	x	x	u	x
Cc1nn(C)c(C)c1C(C)NC(=O)c1ccc(OC2CCN(Cc3ccccn3)CC2)cc1 (stereo unspecified)	-6%	-16%	-10%	-13%	u	u	48	i	-1%
COc1ccc(C(=O)N2CCC(C(=O)N3CCN(c4ccc(OC)cc4)CC3)CC2)cc1	18%	-15%	8%	1%	0%	-7%	16	i	-2%
COc1cc(N2CCCC2)c(OC)cc1/C=C(/C#N)c1ccc(F)cc1	-2%	-6%	-5%	-39%	u	20%	-19	i	u
Cc1ccc(N2C(=O)C3Sc4[nH]c(=O)sc4C(c4ccccc4)C3C2=O)cc1 (stereo unspecified)	-2%	6%	1%	-1%	2%	-6%	14	i	2%
O=C(OC(C(=O)NC1CCCC1)c1ccncc1)C1=Cc2ccccc2OC1 (stereo unspecified)	7%	2%	10%	4%	15%	-4%	-11	i	2%
Cc1ccc(S(=O)(=O)NCCC(=O)N2CC(C)OC(C)C2)cc1C (stereo unspecified)	-1%	-14%	3%	0%	0%	-3%	1	i	2%
O=C(O)c1ccc(Cl)c(S(=O)(=O)Nc2ccccc2C(=O)Nc2ccc(Cl)cc2)c1	-18%	40%[activator]	6%	-10%	3%	-4%	49	i	2%
Nc1nc2n(n1)C(c1ccco1)CC(c1ccc(Cl)cc1Cl)N2 (stereo unspecified)	-10%	7%	-11%	2%	0%	u	-1	i	u
COCc1nnc(NC(=O)c2ccc(S(=O)(=O)N(C)c3ccccc3)cc2)o1	-8%	u	-27%	-33%	u	u	-2	i	-2%
O=C1NC2(CCCCC2)OC12CCCCC2	12%	-14%	4%	-16%	8%	1%	22	i	-4%
Cn1nnc(C(O)CN2CCOCC2)n1 (stereo unspecified)	0%	3%	8%	12%	-11%	-6%[9.22 µM]	16	i	2%
COc1ccc(S(=O)(=O)N2CCN(C(=O)c3cccc(Cl)c3)CC2)cc1	0%	-8%	-5%	-3%	2%	14%	-12	i	7%
COc1cccc(NC(=O)CN2C(=O)NC3(CCCCCC3)C2=O)c1	-5%	5%	-2%	-13%	1%	3%	-9	i	1%
O=C(Nc1cccc2c1C(=O)NC2=O)c1ccc(N2C(=O)CCC2=O)cc1	-2%	x	9%	-16%	1%	-8%	9	i	4%
CCCc1cc(Nc2cccc(OC)c2)n2ncnc2n1	-4%	1%	-3%	1%	17%	0%	14	i	-2%
O=C(NCc1ccccc1)C(c1ccncc1)N(C(=O)c1csnn1)c1ccccc1F (stereo unspecified)	9%	19%	-8%	0%	-1%	23%	7	i	-34%[inhibitor]
Cc1cccc(OCCCn2c(CO)nc3ccccc32)c1	1%	9%	-20%	-10%	10%	-1%	-10	i	2%
Cc1cccc(NC(=O)Cn2c(=O)n(CC3CCC(C(=O)NCCc4ccccc4)CC3)c(=O)c3ccccc32)c1C (stereo unspecified)	x	1%	x	0%	7%	x	x	i	x
COCCn1c(Sc2ccccc2)nc2c1c(=O)[nH]c(=O)n2C	5%	17%	-2%	-14%	u	-5%	0	i	1%
CCOC(=O)C1CCN(S(=O)(=O)CCNC(=O)c2ccccc2)CC1	22%	6%	15%	-1%	19%	u	u	i	-3%
Cc1ccc(-n2c(SCC(=O)c3c(N)n(C)c(=O)n(C)c3=O)nc3sc4c(c3c2=O)CCCC4)c(C)c1	-8%	-5%	0%	-30%	u	-4%	i	i	u
Cc1nn(CC(=O)Nc2cccc(Cl)c2)c(=O)c2cc(-c3ccccc3)nn12	9%	12%	8%	-3%	-15%	-4%	22	i	4%
O=C(N/N=C/c1ccc(OCC(=O)N2CCCC2)cc1)C(=O)NC1CC1	-2%	x	1%	23%	-1%	-14%	-6	i	3%
O=C(CN1C(=O)S/C(=C\c2ccccc2)C1=O)Nc1cc([N+](=O)[O-])ccc1O	0%	7%	2%	-24%	12%	u	5	u	3%
CC(=O)C[C@H](O)CC(=O)[C@H]1OC(=O)CCCCCCCc2ccccc21	1%	4%	3%	-1%	-1%	-6%	-1	i	u
COc1ccc(C)cc1NC(=O)c1cc(C2CC2)nc2c1c(C)nn2C1CCS(=O)(=O)C1 (stereo unspecified)	2%	-2%	-3%	-6%	15%	-2%	-13	i	-5%
Cc1ccc(S(=O)(=O)NCCC(=O)NCCN2CCCCCC2)cc1	u	-3%	u	-12%	-5%	1%	6	i	-1%
Cc1ccc(C(=O)CSc2nnc(CNc3ccc(F)cc3)o2)cc1	-3%	0%[11.3 µM]	-2%	1%	0%	-6%	-5	i	0%
COc1cccc(NC(=O)CSc2nnc(-c3ccoc3C)n2CC2CCCO2)c1 (stereo unspecified)	u	6%	15%	-14%	-1%	-3%	-2	i	0%
Cc1ccc(CN2CCNC(=O)C2CC(=O)NCc2csc(C(C)C)n2)cc1 (stereo unspecified)	-5%	-1%	0%	-12%	6%	1%	-3	i	21%
CCOC(=O)c1sc(NC(=O)C(CC)Sc2nc3ccccc3[nH]2)nc1C (stereo unspecified)	-16%	11%	1%	-5%	0%	-12%	3	i	-10%
O=S(=O)(NCCCN1CCOCC1)c1ccc(Cl)cc1	7%	11%	6%	-2%	-17%	1%	9	i	5%
COc1ccc(/C=N/OCC(=O)N=Nc2c(O)[nH]c3ccc(Br)cc23)cc1OC	u	11%	-10%	-6%	25%	-5%	40	i	u
Fc1ccc(Nc2ncnc3ccccc23)cc1	4%	10%	11%	-4%	-6%	-2%	-14	i	17%
Cc1ccc(C(=O)N(C)CC(=O)Nc2cccc(F)c2)cc1S(=O)(=O)N1CCCCC1	1%	0%	-6%	-2%	-7%	129%	3	i	1%
COc1ccc(-c2noc(COc3ccc4ccccc4c3Br)n2)cc1OC	13%	-8%	17%	-2%	-7%	-3%	-17	i	10%
COCCN(C(=O)CSc1nc2ccc(C)cc2[nH]1)c1c(N)n(Cc2ccccc2)c(=O)[nH]c1=O	6%	4%	2%	-8%	0%	9%	26	i	-14%
CCc1ccc(CN(C(=O)c2cccs2)C2CCS(=O)(=O)C2)cc1 (stereo unspecified)	-1%	-21%	-11%	-34%	-6%	-2%	8	i	-5%
Cc1ccc(NC(=O)C(NC2CCCC2)c2ccccc2)cc1Cl (stereo unspecified)	-16%	-19%	-21%	-35%	-21%	12%	u	i	u
COc1ccccc1CNC(=O)CSc1ccccc1	1%	25%	-16%	-2%	-5%	-16%	0	i	2%

Some of the entries so far, with values under each structure.
Below each SMILES: HT1080-NT tox | ATXN2 expr inh | HT1080 IDH1KD tx | HepG2 viability | KB-3-1 cytotox | SW480 rereplic | IL1B secr inh | ATXN viability | MCF10A rereplic
> COc1cccc(NC(=O)CSc2nnc(-c3ccoc3C)n2CC2CCCO2)c1 (stereo unspecified)
    u | 6% | 15% | -14% | -1% | -3% | -2 | i | 0%
> Cc1ccc(CN2CCNC(=O)C2CC(=O)NCc2csc(C(C)C)n2)cc1 (stereo unspecified)
    -5% | -1% | 0% | -12% | 6% | 1% | -3 | i | 21%
> CCOC(=O)c1sc(NC(=O)C(CC)Sc2nc3ccccc3[nH]2)nc1C (stereo unspecified)
    -16% | 11% | 1% | -5% | 0% | -12% | 3 | i | -10%
> O=S(=O)(NCCCN1CCOCC1)c1ccc(Cl)cc1
    7% | 11% | 6% | -2% | -17% | 1% | 9 | i | 5%
> COc1ccc(/C=N/OCC(=O)N=Nc2c(O)[nH]c3ccc(Br)cc23)cc1OC
    u | 11% | -10% | -6% | 25% | -5% | 40 | i | u
> Fc1ccc(Nc2ncnc3ccccc23)cc1
    4% | 10% | 11% | -4% | -6% | -2% | -14 | i | 17%
> Cc1ccc(C(=O)N(C)CC(=O)Nc2cccc(F)c2)cc1S(=O)(=O)N1CCCCC1
    1% | 0% | -6% | -2% | -7% | 129% | 3 | i | 1%
> COc1ccc(-c2noc(COc3ccc4ccccc4c3Br)n2)cc1OC
    13% | -8% | 17% | -2% | -7% | -3% | -17 | i | 10%
> COCCN(C(=O)CSc1nc2ccc(C)cc2[nH]1)c1c(N)n(Cc2ccccc2)c(=O)[nH]c1=O
    6% | 4% | 2% | -8% | 0% | 9% | 26 | i | -14%
> CCc1ccc(CN(C(=O)c2cccs2)C2CCS(=O)(=O)C2)cc1 (stereo unspecified)
    -1% | -21% | -11% | -34% | -6% | -2% | 8 | i | -5%
> Cc1ccc(NC(=O)C(NC2CCCC2)c2ccccc2)cc1Cl (stereo unspecified)
    -16% | -19% | -21% | -35% | -21% | 12% | u | i | u

Screens deposited in PubChem BioAssay by National Center for Advancing Translational Sciences (NCATS).

Rows were taken by chance. Share with any hit: about 8.9%.
